SNCA viab count: counter-screen for SNCA expression inhibitors: cell viability. Potency, µM (titrated, usually from 57.1 µM), inactives show at the highest dose activity change, negative = cytotoxicity, most hits filed as cytotoxic. AID 1671193. HEK-293-SNCA-luc viability, GF-AFC fluorescence, 24 h. hit rate 0.12% among 150,000;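 also: potency is read from the fitted curve at half-maximal effect; 0% = DMSO-treated cells and -100% = medium-only wells without cells; nearly all actives have a fitted effect of over 30% in size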
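Cytotoxicity counterscreen: after 24 h compound treatment of genome-edited SNCA-luciferase HEK-293 cells, live-cell protease substrate GF-AFC read by fluorescence after 30 min; activity scaled between DMSO (0%) and medium-only (-100%), curves Hill-fitted.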
GPT2 inh: blocks human glutamate pyruvate transaminase 2; Recombinant GPT2, coupled pyruvate oxidase/HRP Amplex Red fluorescence; Potency, µM (doses to about 57.7 µM), inactives show at the highest dose activity change, negative = inhibition, hits mostly inhibitors; hit rate 0.25% among 100,000; also: potency is read from the fitted curve at half-maximal effect; nearly all actives have a fitted effect of over 60% in size; many of its hits are not listed in these tables
Target sequence (Q8TD30 whole entry, looked up): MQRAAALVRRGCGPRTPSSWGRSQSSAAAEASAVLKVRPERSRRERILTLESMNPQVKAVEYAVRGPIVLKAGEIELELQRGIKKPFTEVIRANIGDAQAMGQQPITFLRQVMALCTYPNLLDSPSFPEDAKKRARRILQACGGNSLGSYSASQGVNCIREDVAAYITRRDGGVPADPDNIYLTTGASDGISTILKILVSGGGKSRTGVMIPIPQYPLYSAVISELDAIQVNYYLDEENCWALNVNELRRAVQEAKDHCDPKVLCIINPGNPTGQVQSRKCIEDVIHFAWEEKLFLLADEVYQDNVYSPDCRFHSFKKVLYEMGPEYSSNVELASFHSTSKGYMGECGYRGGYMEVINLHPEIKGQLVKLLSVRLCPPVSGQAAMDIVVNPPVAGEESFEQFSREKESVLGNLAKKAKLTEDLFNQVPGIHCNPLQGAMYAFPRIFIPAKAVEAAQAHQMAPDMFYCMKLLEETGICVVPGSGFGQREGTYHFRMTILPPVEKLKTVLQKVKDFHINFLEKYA
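Inhibition is scored from Amplex Red fluorescence generated when pyruvate oxidase and HRP act on pyruvate released by GPT2. Reactions contain 10ng/uL enzyme, 250uM a-KG and 2mM L-alanine and run 30 min at room temperature.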
Luciferase inh: Photinus pyralis luciferase inhibition | hit rate 2.5% among 76,000 | Potency, µM (highest dose often 115 µM), inactives show top-dose activity change, negative = inhibition, hits mostly inhibitors | purified P. pyralis luciferase, luminescence, biochemical | P08659; also: potency is read from the fitted curve at half-maximal effect; nearly all actives have a fitted effect of over 65% in size
Target sequence (P08659 whole entry, looked up): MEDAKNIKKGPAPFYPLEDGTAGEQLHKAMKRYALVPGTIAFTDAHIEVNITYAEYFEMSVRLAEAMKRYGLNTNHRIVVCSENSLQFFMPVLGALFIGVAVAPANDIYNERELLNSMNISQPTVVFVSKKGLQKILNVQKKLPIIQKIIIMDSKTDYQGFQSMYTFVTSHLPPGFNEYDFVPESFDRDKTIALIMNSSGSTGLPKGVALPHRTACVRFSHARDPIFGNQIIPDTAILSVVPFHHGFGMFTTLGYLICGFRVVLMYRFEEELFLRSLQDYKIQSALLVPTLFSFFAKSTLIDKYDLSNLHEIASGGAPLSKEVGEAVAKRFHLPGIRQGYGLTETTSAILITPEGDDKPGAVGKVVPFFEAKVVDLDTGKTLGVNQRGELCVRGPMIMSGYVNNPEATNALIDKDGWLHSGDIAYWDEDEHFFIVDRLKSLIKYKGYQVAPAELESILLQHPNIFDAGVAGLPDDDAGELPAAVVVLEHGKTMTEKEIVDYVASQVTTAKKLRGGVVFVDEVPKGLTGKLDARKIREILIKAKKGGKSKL
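Luminescence read by CCD imaging after purified firefly luciferase (10nM final) was added to substrate buffer holding 10uM D-luciferin and 10uM ATP, pH 7.5, pre-dosed with compound.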
IP6K1 inhibitor: inhibitors of human IP6K1 | activity change, % (series mostly up to about 58 µM) | AID 1645851 | IP6K1 kinase, ADP-Glo luminescence, 2 h; hits give low values | hit rate 0.81% among 140,000; in the data active = activity change below about -25%
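ADP-Glo luminescence measures ADP made by human IP6K1 during a 2 h RT reaction with ATP/IP6 (mix at 1.3 mM/130 uM); top library doses 57.5 and 19.1 uM final.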
NIH3T3 tox: NIH 3T3 cell cytotoxicity | NIH 3T3 viability, CellTiter-Glo ATP luminescence, 48-72 h | Potency, µM (highest dose often 96.7 µM), inactives show at the top dose activity change, negative = cytotoxicity, actives largely listed as inhibitors | hit rate 4.3% among 94,000 | AID 1345082; also: potency is read from the fitted curve at half-maximal effect; nearly all actives have a fitted effect of over 55% in size
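NIH 3T3 cells at 400 cells/well received 23 nL of compound by pintool and were incubated 48 or 72 h at 37 °C. Viability was read as ATP-coupled CellTiter-Glo luminescence.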
SNCA expr inh: reduces expression of the alpha-synuclein gene. HEK-293 SNCA-luciferase knock-in, luminescence, 24 h. Potency, µM (titrated, usually from 57.2 µM), for the others: top-dose activity change, negative = inhibition, usual class: inhibitors. AID 1671194. hit rate 0.17% among 140,000;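 also: potency is read from the fitted curve at half-maximal effect; plate controls were DMSO cells for no effect and cell-free wells for full effect; nearly all actives have a fitted effect of over 45% in size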
HEK293 tox: kills HEK 293 cells. HEK 293 viability, ATP luminescence (CellTiter-Glo), 48-72 h. AID 1345083. hit rate 6.6% among 94,000. Potency, µM (series often up to 115 µM), inactives show top-dose activity change, negative = cytotoxicity, most hits filed as inhibitors; also: potency is read from the fitted curve at half-maximal effect; nearly all actives have a fitted effect of over 60% in size
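HEK 293 seeded at 250 cells/well receive compound via pintool. After 48 or 72 hr at 37 degree Celsius, 5% CO2 and 95% humidity, CellTiter-Glo is dispensed and luminescence read following 10 min at room temperature.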
An asterisk follows results filed as active; i = inactive; ? = inconclusive; . = no result given; [ ] = another dose, or the depositor's remark. Unless noted, calls follow the shape of the dose curve; as a rule, active = well fitted curve in the direction sought with a large enough effect; inconclusive = small, poorly fitted or top-dose-only effect, or another doubt; inactive = no such curve, though single readings can be large; an effect the other way counts as inactive or inconclusive. Unless noted, % is scaled to controls: 0 for no effect and ±100 for the full control effect. Some of the compounds tested; the hit share may differ from the screen's.

Sample of the layout (2 entries):
1: Cc1nn2c(c1-c1ccccc1C(C)C)N(C(=O)c1cc3ccccc3n1C)CCC2
2: CC(C)CNC(=O)c1ccc(CN2C(=O)NC3(CCS(=O)(=O)CC3)C2=O)cc1

compound no.	1	2
Luciferase inh	-19%[172 µM]	12%
HEK293 tox	50µM*	4%
SNCA viab count	35µM*	-12%
GPT2 inh	1%[88.5 µM]	i
SNCA expr inh	?	4%
IP6K1 inhibitor	6	12
NIH3T3 tox	22µM*	i

This part in full (from the top)
1: Cc1nn2c(c1-c1ccccc1C(C)C)N(C(=O)c1cc3ccccc3n1C)CCC2
2: CC(C)CNC(=O)c1ccc(CN2C(=O)NC3(CCS(=O)(=O)CC3)C2=O)cc1
3: Cc1nc(C)c(C(=O)N2CCC(N3C(=O)C4(CCCC4)C3c3scnc3C)CC2)s1 (stereo not given)
4: Cc1cc(C)c(NC(=O)CN(C)S(=O)(=O)c2ccc3c(c2)c(=O)n(C)c(=O)n3C)c(C)c1
5: COCCOCC1(CNC(=O)c2nc3ccccc3[nH]2)C[C@@H](O)[C@@H](O)C1 (stereo not given in full)
6: COc1ccc(-c2cc(C(=O)NC3CCc4ccccc43)c3cnn(C)c3n2)cc1 (stereo not given)
7: OCCO[C@@H]1COCC[C@H]1NC1CCN(c2ccc3c(c2)CCC3)CC1
8: CCOC(=O)c1c(NC(=O)COc2ccc(Cl)cc2C)sc2c1CCCCC2
9: O=C(NCCc1noc(C2CC2)n1)c1ccc(Cl)s1
10: Cc1cc(CN2CCC3(CC2)CC(c2ccccc2)C(=O)N(C2CC2)C3)on1 (stereo not given)

compound no.	1	2	3	4	5	6	7	8	9	10
Luciferase inh	-19%[172 µM]	12%	-9%	.	-11%[172 µM]	.	15%	.	5%	4%
HEK293 tox	50µM*	4%	-17%	.	-5%[172 µM]	-15%	-29%	.	-4%	i
SNCA viab count	35µM*	-12%	-2%[12.5 µM]	3%	6%[87.6 µM]	.	-1%	-1%	10%	-19%
GPT2 inh	1%[88.5 µM]	i	i	.	3%[88.5 µM]	.	-9%	.	i	i[11.5 µM]
SNCA expr inh	?	4%	16%	0%	11%[87.6 µM]	.	?	3%	32%[activator]	?
IP6K1 inhibitor	6	12	-12	-7	2	-1	20	8	14	-11
NIH3T3 tox	22µM*	i	?	.	-9%[138 µM]	-21%	-11%	.	i	-27%

An excerpt of these results, with two lines to a compound:
Results follow in this order: Luciferase inh, HEK293 tox, SNCA viab count, GPT2 inh, SNCA expr inh, IP6K1 inhibitor, NIH3T3 tox
2. CC(C)CNC(=O)c1ccc(CN2C(=O)NC3(CCS(=O)(=O)CC3)C2=O)cc1
 : 12%, 4%, -12%, i, 4%, 12, i
3. Cc1nc(C)c(C(=O)N2CCC(N3C(=O)C4(CCCC4)C3c3scnc3C)CC2)s1 (stereo not given)
 : -9%, -17%, -2%[12.5 µM], i, 16%, -12, ?
4. Cc1cc(C)c(NC(=O)CN(C)S(=O)(=O)c2ccc3c(c2)c(=O)n(C)c(=O)n3C)c(C)c1
 : ., ., 3%, ., 0%, -7, .
5. COCCOCC1(CNC(=O)c2nc3ccccc3[nH]2)C[C@@H](O)[C@@H](O)C1 (stereo not given in full)
 : -11%[172 µM], -5%[172 µM], 6%[87.6 µM], 3%[88.5 µM], 11%[87.6 µM], 2, -9%[138 µM]
6. COc1ccc(-c2cc(C(=O)NC3CCc4ccccc43)c3cnn(C)c3n2)cc1 (stereo not given)
 : ., -15%, ., ., ., -1, -21%
7. OCCO[C@@H]1COCC[C@H]1NC1CCN(c2ccc3c(c2)CCC3)CC1
 : 15%, -29%, -1%, -9%, ?, 20, -11%
8. CCOC(=O)c1c(NC(=O)COc2ccc(Cl)cc2C)sc2c1CCCCC2
 : ., ., -1%, ., 3%, 8, .
9. O=C(NCCc1noc(C2CC2)n1)c1ccc(Cl)s1
 : 5%, -4%, 10%, i, 32%[activator], 14, i
10. Cc1cc(CN2CCC3(CC2)CC(c2ccccc2)C(=O)N(C2CC2)C3)on1 (stereo not given)
 : 4%, i, -19%, i[11.5 µM], ?, -11, -27%

New compounds follow
11: O=C(C1CCC(CNS(=O)(=O)c2ccc(Br)s2)CC1)N1CCN(c2ccccc2)CC1 (stereo not given)
12: CN(CCn1cc(-c2nccn2C)nn1)S(C)(=O)=O
13: CN1CCSc2ccc(C(=O)NCc3ccccc3)cc21
14: CC(C)CCOc1ccc(C2N=C(N)Nc3nc4ccccc4n32)cc1 (stereo not given)
15: COC(=O)[C@@H]1Cc2ncn(C(C)C)c2CN1S(=O)(=O)c1ccc(OC)cc1
16: CCCCc1nc(C)c(CC(=S)N(C)C)c(=O)n1Cc1ccc(-c2ccccc2-c2nn[nH]n2)cc1
17: Cc1c2cnn(CC(=O)Nc3cccc(C(F)(F)F)c3)c(=O)c2c(C)n1Cc1ccccc1Cl
18: Cc1cccc(C)c1-c1nnc2ccc(C(=O)NCc3ccccc3)cn12
19: CCN1C(=O)C2CC3(CCN(C(=O)c4ccc(Cn5nc(C)cc5C)o4)CC3)CN2C1=O (stereo not given)
20: CCCS(=O)(=O)N[C@H]1CO[C@H]2[C@@H]1OC[C@H]2OC(=O)Nc1ccc(C(C)=O)cc1

compound no.	11	12	13	14	15	16	17	18	19	20
Luciferase inh	.	-5%	.	.	-2%[172 µM]	.	.	.	.	-6%[172 µM]
HEK293 tox	.	-18%	.	.	i	.	.	-23%[172 µM]	-8%	i
SNCA viab count	1%	-2%	-3%	-6%	1%[87.6 µM]	-7%	4%	1%[87.6 µM]	15%	-10%[87.6 µM]
GPT2 inh	.	i	.	.	-6%[88.5 µM]	2%	.	?	i	i
SNCA expr inh	31%[activator]	6%	32%[activator]	?	47%[activator][87.6 µM]	.	-5%	11%[87.6 µM]	6%	?
IP6K1 inhibitor	17	1	-10	4	-13	-3	19	7	-3	6
NIH3T3 tox	.	-8%	.	.	-1%[138 µM]	.	.	?	-18%	i

21: O=C(NCCc1ccc(F)cc1)C1CN(C2CCCC2)C(=O)N1 (stereo not given)
22: CCCOC1(C(F)(F)F)NC(=O)N(c2cccc(Cl)c2)C1=O (stereo not given)
23: CCCN1C(C(=O)c2ccccc2)=C(OC(=O)c2ccc(C)cc2)c2ccccc2S1(=O)=O
24: Cc1cc(C(=O)Nc2ccc(C(O)[C@H]3COCC(=O)N3)cc2)n(C)n1 (stereo not given in full)
25: CCN(CCCNC(=O)c1ccc(Sc2ccc(F)cc2)c(NC(C)=O)c1)c1ccccc1
26: COc1ccc(NCc2nc3ccccc3n2CCOc2ccc(C)cc2)cc1
27: CN(C)CCN(Cc1ccco1)C(=O)c1oc2ccccc2c1NC(=O)c1cccc(F)c1
28: CCOc1ccc(-c2c(C)nn3c(C)c(C(=O)NCc4ccc(C)o4)cnc23)cc1OCC
29: CN1CCC([C@@H]2CN(C(=O)NCCc3ccccc3)C[C@H]2C(N)=O)CC1
30: Cc1cccc(N(C)S(=O)(=O)c2c(C(=O)N3CCCCCC3)c(C)n(C)c2C)c1

compound no.	21	22	23	24	25	26	27	28	29	30
Luciferase inh	.	.	.	13%[172 µM]	.	.	.	.	-2%	.
HEK293 tox	i	.	.	-10%[172 µM]	.	.	.	.	4%	.
SNCA viab count	8%[12.5 µM]	7%	-27%	4%[87.6 µM]	-1%	-17%	-13%	-5%	8%[12.5 µM]	-7%
GPT2 inh	-1%[88.5 µM]	.	.	5%[88.5 µM]	.	.	.	.	i	.
SNCA expr inh	9%[87.6 µM]	-13%	-46%	16%[87.6 µM]	-8%	33%[activator]	-29%	-16%	?	29%
IP6K1 inhibitor	-21	17	-19	-4	7	-2	34	-11	-6	-4
NIH3T3 tox	i	.	.	-12%[138 µM]	.	.	.	.	3%	.

31: CCOC(=O)[C@H]1C[C@]2(CCCCN(CCO)C2=O)N(C(=O)c2cccc(C#N)c2)[C@H]1c1ccco1
32: Cc1ccc(NC(=O)N2CCCN(S(C)(=O)=O)C(c3ccccc3)CC(=O)NCC2)cc1C (stereo not given)
33: Cc1ccc(C)c(NC(=O)C(=O)NCCc2csc(-c3cccc(F)c3)n2)c1
34: CN(Cc1cccnc1)c1ccc2ncc(Nc3cc(F)cc(N4CCOCC4)c3)n2n1
35: c1ccc2c(c1)CCN2C1CN(Cc2ccsc2)C1
36: O=C(C1CC1)N1CCn2c(nn(-c3ccc([N+](=O)[O-])cc3)c2=O)C1
37: COc1ccc2[nH]c(C[C@@H]3C[C@@H](C(C)C)[C@H](CNC(=O)Cn4cnnn4)C=C3C)nc2n1
38: COc1ccc([C@H]2C[C@@H](O)[C@@H](O)[C@@H]2NC(=O)c2cc(C)n(C)n2)cc1
39: CC(C)CCN1C(=O)CC[C@]2(C(=O)NC3CCCC3)CCCC[C@@H]12
40: O=C(c1ccccc1F)N1CCC2(CC1)CC(=O)N(c1ccccc1)c1ccccc1O2

compound no.	31	32	33	34	35	36	37	38	39	40
Luciferase inh	.	-17%	.	6%[172 µM]	-7%[172 µM]	-7%[172 µM]	-5%	0%[172 µM]	-5%	2%
HEK293 tox	-27%	4%	.	?	?	-35%[172 µM]	?	-7%[172 µM]	?	79µM*
SNCA viab count	.	1%	-4%	0%[87.6 µM]	-14%[87.6 µM]	-7%[87.6 µM]	-24%	6%[87.6 µM]	-13%	3%
GPT2 inh	.	-3%	.	?	i	i	-17%	2%[88.5 µM]	i	-2%
SNCA expr inh	.	-4%	52%[activator]	-25%[87.6 µM]	31%[87.6 µM]	8%[87.6 µM]	-17%	-1%[87.6 µM]	9%	-13%
IP6K1 inhibitor	-4	22	6	-5	9	-5	0	5	-2	0
NIH3T3 tox	?	-8%	.	28µM*	?	?	?	-21%[138 µM]	-25%	?

41: COc1ccc(C(=O)NCCc2noc(C3CC3)n2)c(OC)n1
42: Cc1cnccc1-c1ccc(NC(=O)NC2CC2)cc1
43: Cc1nc(-c2ccc(F)cc2)sc1CCNC(=O)Cc1ccc(F)cc1
44: CC(=O)Nc1ccc([S+](=O)([O-])N2CCC3(CC2)CN(C(C)=O)Cc2ccccc2O3)cc1
45: CN(C)S(=O)(=O)N1CCCOCCNC(=O)[C@@H]2CCC[C@@H]21
46: COc1ccc(CCNC(=O)c2ccc3c(c2)N(Cc2ccc(F)cc2)C(=O)CS3)cc1OC
47: COc1ccccc1N(CC(=O)NCCSc1ccccc1)S(=O)(=O)c1ccc(C)cc1
48: COCCN1CCOc2nc(-c3cc(F)cc(OC)c3)ncc2C1=O

compound no.	41	42	43	44	45	46	47	48
Luciferase inh	-3%	?	.	.	-11%	.	.	1.6µM*
HEK293 tox	5%	2%	.	4%	i	.	.	-27%[172 µM]
SNCA viab count	-2%	3%	-14%	-11%	7%	?	-23%	2%[87.6 µM]
GPT2 inh	i	-27%	.	-19%	-13%	.	.	-9%[88.5 µM]
SNCA expr inh	-7%	9%	-6%	-11%	-27%	-30%	121%[activator]	?
IP6K1 inhibitor	2	-10	17	-1	7	10	10	-7
NIH3T3 tox	1%	-6%	.	-2%	-9%	.	.	28µM*
